hDAT+cocaine: human DAT dopamine uptake with cocaine, either direction | AID 449768 | B-score at 10 µM | Q01959 | 110,000 tested, 1.3% active | LLC-PK1 hDAT cells, [14C]-dopamine uptake with cocaine IC80; actives deviate in either direction;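 active means Z score or B-score, a plate-position-corrected score, falls beyond the plate's 99.7% confidence bounds, in either direction; inactive means both scores lie inside the 99.7% bounds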;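 further: scored against the spread of the other compound wells on the same plate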
Target sequence (Q01959 whole entry, looked up): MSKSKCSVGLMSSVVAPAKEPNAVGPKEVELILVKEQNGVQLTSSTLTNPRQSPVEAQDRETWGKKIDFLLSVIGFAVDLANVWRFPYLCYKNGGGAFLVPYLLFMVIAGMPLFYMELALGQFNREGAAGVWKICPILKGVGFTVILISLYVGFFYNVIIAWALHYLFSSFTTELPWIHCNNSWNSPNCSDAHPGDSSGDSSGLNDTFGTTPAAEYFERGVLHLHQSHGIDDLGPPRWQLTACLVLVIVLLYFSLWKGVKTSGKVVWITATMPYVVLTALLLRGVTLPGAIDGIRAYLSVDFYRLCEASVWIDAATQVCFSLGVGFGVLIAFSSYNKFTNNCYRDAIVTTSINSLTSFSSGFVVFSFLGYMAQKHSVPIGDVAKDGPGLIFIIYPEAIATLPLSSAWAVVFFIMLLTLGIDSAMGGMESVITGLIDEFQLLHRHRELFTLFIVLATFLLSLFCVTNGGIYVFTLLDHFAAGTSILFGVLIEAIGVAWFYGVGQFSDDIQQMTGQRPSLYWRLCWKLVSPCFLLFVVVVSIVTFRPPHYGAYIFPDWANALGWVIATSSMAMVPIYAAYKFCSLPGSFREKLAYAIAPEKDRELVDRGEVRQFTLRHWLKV
The depositor's hits bear a star.

Start of the data: the first three compounds as a preview:
SMILES	hDAT+cocaine
CNC(=O)c1nc(C)c(C2(C)CC(c3cccc([N+](=O)[O-])c3)=NO2)s1 (stereo unspecified)	0.24
CCCCOC(=O)/C=C\C(=O)OCCCC	-0.75
CCOC(=O)c1ccc(NC(=O)c2nc[nH]c2C(=O)N(C)Cc2ccccc2)cc1	2.7

The list itself (from the top)
SMILES	hDAT+cocaine
CNC(=O)c1nc(C)c(C2(C)CC(c3cccc([N+](=O)[O-])c3)=NO2)s1 (stereo unspecified)	0.24
CCCCOC(=O)/C=C\C(=O)OCCCC	-0.75
CCOC(=O)c1ccc(NC(=O)c2nc[nH]c2C(=O)N(C)Cc2ccccc2)cc1	2.7
COC(=O)CCC(=O)OC1(C)C(=O)C=C2C=C(C3CC3)N(Cc3ccc4c(c3)OCO4)C=C2C1=O (stereo unspecified)	-2.7
Cc1ccc2[nH]c(-c3cccc(F)c3)cc(=O)c2c1	0.097
COC(=O)c1ccc(C23CC4(C2)[C@H](CN(C)[C@@H]4c2ccccc2)C3c2ccccc2)cc1 (stereo partly specified)	0.065
CCN(CC)C(=O)c1ccc(O)c(OC)c1	0.13
COc1ccccc1[C@@H]1C(c2cccc(Cl)c2)=NN(c2ccccc2)[C@H]1C(=O)N1CCOC1=O	0.39
O=C(NC1CC1)C1=C[C@@H](c2csc3ccccc23)C[C@@H](OCCCCO)O1	-0.64
COCCNc1nc(-c2cc(-c3ccc(Cl)cc3)on2)cc(C(C)C)n1	0.054
O=C(O)C[C@H]1c2cc(F)ccc2S(=O)(=O)N1C1CCN(Cc2ccccc2)CC1	-0.16
O=C(COc1ccccc1)Nc1nnc(C23CC4CC(CC(C4)C2)C3)s1	0.51
Cc1cc(C)cc(SCc2noc(C(=O)NCCCN3CCOCC3)c2C(=O)NCCCN2CCOCC2)c1	0.014
Cc1cccc(CN2[C@@H](CC(C)C)COCCS2(=O)=O)c1	-0.96
NC(=O)CC(NC(=O)c1ccc(Br)cc1)c1ccc(NCc2ccc(F)cc2)c([N+](=O)[O-])c1 (stereo unspecified)	0.088
CC(=O)N1CC=CC1(CC(C)C)C(=O)NCCc1c[nH]c2ccccc12 (stereo unspecified)	-0.077
CC(C)(C)[C@H]1C=C(C(=O)NC2CC2)O[C@@H](OCCCCO)C1	-0.15
O=C(C1=C[C@@H](c2ccc(C(F)(F)F)cc2)C[C@@H](OCCCCO)O1)N1CCN(Cc2ccccc2)CC1	0.67
C=C[C@@]1(C)CC(=O)[C@]2(O)[C@@]3(C)[C@@H](O)CCC(C)(C)[C@@H]3[C@H](O)[C@H](OC(C)=O)[C@@]2(C)O1	0.027
O=C(NCc1cccc(C(F)(F)F)c1)C1CC2Cn3c(nc4ccccc43)C2N1Cc1ccccc1 (stereo unspecified)	0.017

5 of these compounds, reformatted.
Compound,hDAT+cocaine
CNC(=O)c1nc(C)c(C2(C)CC(c3cccc([N+](=O)[O-])c3)=NO2)s1 (stereo unspecified),0.24
O=C(NCc1cccc(C(F)(F)F)c1)C1CC2Cn3c(nc4ccccc43)C2N1Cc1ccccc1 (stereo unspecified),0.017
O=C(COc1ccccc1)Nc1nnc(C23CC4CC(CC(C4)C2)C3)s1,0.51
COc1ccccc1[C@@H]1C(c2cccc(Cl)c2)=NN(c2ccccc2)[C@H]1C(=O)N1CCOC1=O,0.39
O=C(NC1CC1)C1=C[C@@H](c2csc3ccccc23)C[C@@H](OCCCCO)O1,-0.64

Later entries
SMILES	hDAT+cocaine
C=CCN1c2ccccc2[C@]23C[C@@H](C(=O)OC)N(C(=O)NCCC)C2=NC(C(=O)OC)=C(C(=O)OC)[C@H]13	0.89
COc1ccc(C2=NOC(C)(c3nnc(-c4ccncc4)o3)C2)cc1 (stereo unspecified)	-0.32
COc1ccc(C2/C=C\CN(S(=O)(=O)c3cccc4cccnc34)CC(=O)N2Cc2ccc(F)cc2)cc1 (stereo unspecified)	0.61
C=C1CCN([C@H](C(=O)NCc2ccc(OC)cc2)C(C)C)S(=O)(=O)c2ccccc21	-0.0056
O=C1CCN(S(=O)(=O)c2ccccc2)CCN1CCOCc1ccccc1	-0.3
COc1ccc(CN2CCc3cc(OC)c(OC)cc3C2)cc1O	-0.18
Cc1cc(C)c2nc(NNC(=O)c3ccc(S(=O)(=O)N4CCCCC4)cc3)sc2c1	0.69
CN1CCN(C(=O)C2=C[C@H](c3ccc4c(c3)OCO4)C[C@H](OCc3ccc(CO)cc3)O2)CC1	0.025
COC(=O)CCC(=O)OC1(C)C(=O)C2=CN(CCN3CCOCC3)C(c3ccc(OC)cc3)=CC2=C(Br)C1=O (stereo unspecified)	-0.52
CC1(OC(=O)CCc2ccccc2)C(=O)C=C2C=C(c3ccc(C#N)cc3)N(CC3CC3)C=C2C1=O (stereo unspecified)	0.0054
O=C(NCc1ccccc1)C1=C[C@H](c2ccc3c(c2)OCO3)C[C@H](OCCCCO)O1	0.64
C/C=C(/C)C(=O)Nc1cccc(C2=NOC3(C2)C[C@H](C(N)=O)N(C(=O)c2ccc(Cl)cc2)C3)c1 (stereo partly specified)	0.61
Cc1c(C(=O)NN2CCCCC2)nn(-c2ccc(Cl)cc2Cl)c1-c1ccc(I)cc1	0.15
Nc1c(O)cccc1C(=O)O	0.11
O=C1c2cc(Cl)ccc2OC2(CCNCC2)C12CC(c1ccccc1)=NO2 (stereo unspecified)	0.63
O=C(Nc1ccccc1)C1=C[C@H](C2CC2)C[C@H](OCCCCO)O1	0.53
CCn1cc(C(=O)O)c(=O)c2cc(F)c(N3CCN(C)CC3)cc21	-0.2
COC1(OC)C=CC(=O)C=C1NC(=O)c1ccccc1OC(C)=O	-0.35
C/C=C(\C)C(=O)NCCN1C2=NC[C@H](Cc3ccc(O)cc3)N2C[C@H]1Cc1ccc(O)cc1	0.056
O=C1c2ccccc2C(=O)C1c1ccccc1	0.38
C[C@@H]1CC[C@]2(O[C@@H](CCO)C[C@@H](O)[C@@H]2O)O1	0.099
CC(Nc1nc(-c2ccc(F)cc2)cs1)c1nc2cc(C(F)(F)F)ccc2n1CCCO (stereo unspecified)	0.21
CCO[C@@H]1OC(C(=O)NCc2ccccc2)=C[C@H](C2CCCCC2)[C@H]1CCCO	-0.31
O=C1c2ccccc2S(=O)(=O)c2cc(N3CCc4ccccc4C3)ccc21	0.91
CC1(OC(=O)c2ccc(Cl)nc2)C(=O)C=C2C=C3CCCN3C=C2C1=O (stereo unspecified)	-1.2
CCC(C(=O)NC1CCCC1)n1c(SCc2cccc(C)c2)nc2ccncc21 (stereo unspecified)	0.11
COc1cccc(C2CC(c3ccccc3)Nc3nc(N)nn32)c1 (stereo unspecified)	0.47
CCC(CC)Nc1ccc(C(CC(N)=O)NC(=O)Cc2ccc(Br)cc2)cc1[N+](=O)[O-] (stereo unspecified)	-0.39
COC(=O)[C@@]1(Cc2ccc(OC)cc2)[C@H]2c3cc(C(=O)N4CCCC4)n(CCO)c3C[C@H]2CN1C(=O)c1ccccc1	0.42
O=C(O)C1CC=CCC1C(=O)NCCc1csc(-c2ccccc2)n1 (stereo unspecified)	-0.9
O=C(NCCn1cc(SCc2ccccc2F)c2ccccc21)c1c(F)cccc1F	-1.3
C#CCOCCOCCOCCNc1nc(N2CCN(C(=O)C([C@@H](C)CC)n3cc(C(N)Cc4ccc(O)cc4)nn3)CC2)nc(N2CCN(C(=O)[C@H](CCC(=O)O)n3cc(C(N)CC(C)C)nn3)CC2)n1 (stereo partly specified)	0.28
CCC(=O)Nc1cccc(C2=NOC3(C2)C[C@@H](C(N)=O)N(C(=O)c2cc([N+](=O)[O-])cc([N+](=O)[O-])c2C)C3)c1 (stereo partly specified)	-0.028
O=C1CC(c2ccccc2)Oc2cc(O)cc(O)c21 (stereo unspecified)	0.72
Cc1cccc(COCC(CC(C)C)N2CCN(C(=O)c3ccc(C(F)(F)F)cc3)CCC2=O)c1 (stereo unspecified)	-0.56
C=C1CCN([C@@H](CC(C)C)C(=O)NCc2ccccc2)S(=O)(=O)c2ccccc21	0.74
Cc1cc(Nc2ccccc2)nc2cc(O)ccc12	2.1
COc1cc(-c2ccc3oc(-c4ccsc4)cc3c2)cc(OC)c1OC	-0.33
COCCNC(=O)[C@H]1C[C@@H]1[C@H](NP(=O)(c1ccccc1)c1ccccc1)c1ccccc1	0.13
C#Cc1ccc([C@@H]2C=C(C(=O)NCc3ccccc3)O[C@H](OCCCCO)C2)cc1	0.28
Cc1cccn2cc(-c3ccc(NC(=O)Cc4ccccc4)cc3)nc12	0.12
CC1(OC(=O)c2ccc(Cl)nc2)C(=O)C=C2C=C(c3ccc(C#N)cc3)OC=C2C1=O (stereo unspecified)	-0.013
Cc1ccc(C(=O)NCCN2C3=NC[C@H](Cc4ccc(O)cc4)N3C[C@H]2Cc2ccc(O)cc2)cc1Br	0.43
Cc1cc(C(C)(C)C)c(O)c(C(C)(C)C)c1	-0.43
COc1cccc(-c2nnc(NC(=O)c3ccccc3Br)o2)c1	1.7
CCCN1CCC(=O)N([C@H](CSc2ccc(C)cc2)c2ccccc2)CC1	2.1
COc1cccc(-c2nc(SC)nc3sc(C(=O)NC(C)(C)C)c(N)c23)c1	0.26
COC/C=C/C1=CC2=CC(=O)C(C)(OC(=O)c3cnc4ccccc4n3)C(=O)C2=CN1c1ccccc1 (stereo unspecified)	-1.9
O=C(Nc1ccc(-c2csc(Nc3ccc(Cl)cc3)n2)cc1)c1cccc(C(F)(F)F)c1	-0.6
COC(=O)CCCCCN1C(=O)NC(c2ccccc2)C(C(=O)OCc2ccccc2)=C1C (stereo unspecified)	0.051

More records:
SMILES	hDAT+cocaine
COc1cc(O)c(C(CCN2CCCCC2)c2ccc(N(C)C)cc2)c(OC)c1 (stereo unspecified)	0.63
COc1ccc(C2/C=C\CN(C(=O)C3CCCC3)[C@H](Cc3ccccc3)C(=O)N2Cc2ccc(F)cc2)cc1 (stereo partly specified)	-0.16
O=C1NC[C@H](c2ccccc2)N(CCc2cc(C(F)(F)F)cc(C(F)(F)F)c2)C1=O	0.92
CCO[C@H]1OC(C(=O)NC2CC2)=C[C@@H](c2ccccc2)[C@@H]1CCCO	-0.62
CCCCCc1cc(=O)oc2c(C(CCN3CCCC3)c3cc(OC)c(OC)c(OC)c3)c(OC)cc(OC)c12 (stereo unspecified)	-0.7
O=c1c(OC2OC(CO)C(O)C(O)C2O)c(-c2ccc(O)c(O)c2)oc2cc(O)cc(O)c12 (stereo unspecified)	-2.1
Cn1c(NNC(=O)c2cccc3ccccc23)cc(=O)n(C)c1=O	-0.34
COc1ccccc1CNC(=O)c1ccc(-c2ccccc2Cl)o1	2.1
CCCCCCCCN1[C@@H](CC(=O)O)c2cc(C(F)(F)F)ccc2S1(=O)=O	-0.27
Cc1cc2oc3ccc(NCCCn4ccnc4)cc3c(=O)c2cc1C	0.13

3 compounds out of the list above, ordered by the value under hDAT+cocaine, rising:
molecule	hDAT+cocaine
COc1ccc(C2/C=C\CN(C(=O)C3CCCC3)[C@H](Cc3ccccc3)C(=O)N2Cc2ccc(F)cc2)cc1 (stereo partly specified)	-0.16
Cc1cc2oc3ccc(NCCCn4ccnc4)cc3c(=O)c2cc1C	0.13
COc1ccccc1CNC(=O)c1ccc(-c2ccccc2Cl)o1	2.1

(further entries)
SMILES	hDAT+cocaine
C#Cc1ccc([C@@H]2C=C(C(=O)OCC=C)O[C@H](OCc3ccc(CO)cc3)C2)cc1	0.6
CC(C)[C@H]1COCCS(=O)(=O)N1Cc1ccccc1	-0.33
COC(=O)C1=C(C)N(CCCC(=O)O)C(=O)NC1c1ccc(OC)cc1 (stereo unspecified)	-0.0095
CCC(C(=O)NC1CCCCC1)n1c(SCc2ccc(F)cc2)nc2ccncc21 (stereo unspecified)	0.0039
COCCN1C(=O)c2cc(C(=O)Nc3ccc(C)c(F)c3)ccc2C1Nc1ccc(C)c(F)c1 (stereo unspecified)	0.93
O=C(NC1CCCC1)c1ccc2c(c1)S(=O)(=O)c1ccccc1C2=O	-0.25
O=C(NC1CCCC1)c1ccc(CSc2nc3ccncc3n2Cc2ccc(F)cc2)cc1	1.7
N#CCC(N)=C(C#N)C#N	-0.053
CCOC(=O)c1ccc(NC(=O)c2nc[nH]c2C(=O)N(CC)CC)cc1	1.6
COc1ccc(C2CC(=O)Oc3c(C(CCN4CCCC(C)C4)c4ccc(N(C)C)cc4)c(OC)cc(OC)c32)cc1 (stereo unspecified)	-0.6
Cc1ccc(C2=NOC(C)(c3nnc(-c4ccncc4)o3)C2)cc1 (stereo unspecified)	-0.71
CCCCN(CCCC)CCCNC(=O)C1CC(c2ccc(C(F)(F)F)cc2)=NO1 (stereo unspecified)	0.46
Cc1ccc(S(=O)(=O)N2CC=C(C(=O)NCc3ccccc3)CC2)cc1	-0.59
CCCNc1nc(C)cc(-c2cc(-c3ccccc3)on2)n1	-0.0014
CN(C[C@H](Cc1ccccc1)N(C[C@H](Cc1ccccc1)N(CC1(c2ccccc2)CC1)N=O)N=O)N=O	0.8
COC/C=C/C1=CC2=CC(=O)C(C)(OC(=O)c3cnc4ccccc4n3)C(=O)C2=CN1c1ccc(OC)cc1 (stereo unspecified)	-0.66
CCO[C@H]1OC(C(=O)O)=C[C@@H](c2ccccc2)[C@@H]1CCCO	-0.65
C#CCOCCOCCOCCNc1nc(N2CCN(C(=O)[C@H](Cc3cc4ccccc4[nH]3)n3cc([C@@H](N)C(C)CC)nn3)CC2)nc(N2CCN(C(=O)[C@H](CCCCN)n3cc([C@@H](N)CC(C)C)nn3)CC2)n1 (stereo partly specified)	0.43
COc1cccc(C2CC(c3cccs3)=NN2C(=O)CSc2nc3c(cnn3-c3ccc(F)cc3)c(=O)[nH]2)c1OC (stereo unspecified)	3*
Cc1cccc(C)c1C(=O)N[C@@H](Cc1ccccc1)C(=O)O	0.36
CC[C@H](C)[C@H](NC(=O)[C@H](Cc1ccc(O)cc1)NC(=O)[C@@H](N)C(C)C)C(=O)N[C@@H](Cc1cnc[nH]1)C(=O)N1CCC[C@H]1C(=O)N[C@@H](Cc1ccccc1)C(=O)O	-1.1

Compound activity: PubChem, Vanderbilt High Throughput Screening Facility

Not all compounds are listed; the hit share may differ from the screen's.
